High-throughput results as filed in PubChem.
Phagocyt inh: blocks phagocytosis by macrophages; 110,000 compounds, 0.07% hits; inhibition, % at 5 µM; AID 1029; J774A.1 macrophage IgG-bead phagocytosis, imaging;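 active = inhibition above the mean of the plate negative controls plus 5 SD, cut at about 13% in these data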;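 also: phagocytic index as fraction of beads internalized from green versus red external bead signal; plate controls were DMSO negative control for no effect and cytochalasin-D positive control for full effect; some results beyond the cut were filed as inactive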
GALR2 antag: antagonists of human galanin receptor 2 (GALR2); O43603; GALR2-expressing cells, antagonist mode; inhibition, % at 4 µM; 140,000 compounds, 0.39% hits; AID 828; in the data active = inhibition above about 27%;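 also: cells stimulated with galanin 1-16 at roughly its EC80; 0% = agonist challenge control and 100% = basal control without agonist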
Target sequence (O43603 whole entry, looked up): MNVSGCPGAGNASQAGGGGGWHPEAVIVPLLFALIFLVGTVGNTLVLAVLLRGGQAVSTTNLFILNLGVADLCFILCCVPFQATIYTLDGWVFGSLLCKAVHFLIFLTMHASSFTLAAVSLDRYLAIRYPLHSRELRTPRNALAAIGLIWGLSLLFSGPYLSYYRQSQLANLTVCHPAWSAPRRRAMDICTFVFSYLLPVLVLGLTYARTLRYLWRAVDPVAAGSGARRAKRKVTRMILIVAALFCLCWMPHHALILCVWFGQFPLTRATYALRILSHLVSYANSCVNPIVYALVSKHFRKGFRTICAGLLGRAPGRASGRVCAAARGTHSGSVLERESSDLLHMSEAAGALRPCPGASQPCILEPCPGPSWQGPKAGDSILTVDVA
BB579 growth dn: yeast BB579 growth reduction in restrictive medium | inhibition, % at 10 µM | S. cerevisiae BB579 growth, OD615, 48 h | 140,000 compounds, 0.51% hits;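 active = inhibition above a set limit, 3 SD over the mean compound inhibition, cut at about 44% in these data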; also: inactives centre near -24
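Assay system – yeast BB579 (DeaD) · Dosing – single compound dose of 10 µM, 0.25% DMSO final · Detection – OD615 turbidity measurement · Buffer or medium – CSMM-D restrictive synthetic medium containing dextrose (glucose) · Benchmarks – positive control amphotericin B 10 µg/mL · Incubation – 48 h exposure, 30 °C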
E-sel TNF inh: blocks E-selectin expression induced by TNF alpha; inhibition, % at 2 µM; 120,000 compounds, 0.71% hits; HUVEC TNFa-induced E-selectin immunofluorescence, high content;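 active = inhibition above the batch mean plus 3 SD, and confirmed as a hit on visual image review, cut at about 43% in these data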;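 also: 0% = TNF-stimulated DMSO wells and 100% = unstimulated control wells; not every result past the cut was called active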
PTEN del growth: suppresses growth of cells with PTEN deletion. HCT116 PTEN-null viability, CellTiter-Glo, 60 h; hits give low values. viability, % at 10 µM. 140,000 compounds, 1.2% hits. AID 827;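 active = viability at or below a set limit, 4 SD under the median of all tested compounds, cut at about 3.7% in these data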;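 also: PTEN knockout HCT116 line with beta catenin targeted HCT116 as companion control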
bCat KO growth: beta-catenin-lacking colon tumor cell growth suppression; HCT116 beta-catenin knockout viability, CellTiter-Glo, 60 h; hits give low values; viability, % at 10 µM; 140,000 compounds, 1.5% hits;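 active = viability at or under a set limit, the compound median less 4 SD, cut at about 6% in these data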;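 also: 0% = Hyamine 1622 control at 20 µM and 100% = untreated cell control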
Measles CPE: protection of cells from measles virus; Measles virus-infected cells, CPE protection, absorbance; protection (pct of control), % at 4 µM; 140,000 compounds, 1.5% hits; AID 841; in the data active = protection mostly above about 24%, no sharp cut-off; inactive = mostly below about 26%; also: some compounds called inactive have numbers as strong as hits
MRP-1 activ: activates MRP-1 | viability increase, % at 10 µM | H69AR cells + doxorubicin, viability rescue, CellTiter-Glo | 140,000 compounds, 0.61% hits;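 active = viability gain under doxorubicin at or above a set limit, the compound median plus 3 SD, cut at about 4.7% in these data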;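 also: MRP-1 overexpressing cells given doxorubicin 25 µM after compound pretreatment; 18-22 h compound pretreatment then 72 h with doxorubicin before readout; 0% = doxorubicin-only wells and 100% = vehicle-treated cells without doxorubicin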
NPY-Y2 antag: blocks the human neuropeptide Y Y2 receptor; inhibition, % at 2.7 µM; NPY-Y2 expressing cells, antagonist mode; P49146; 140,000 compounds, 0.99% hits; AID 793; in the data active = inhibition above about 17%;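 also: 0% = vehicle with agonist challenge and 100% = reference antagonist with challenge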
Target sequence (P49146 whole entry, looked up): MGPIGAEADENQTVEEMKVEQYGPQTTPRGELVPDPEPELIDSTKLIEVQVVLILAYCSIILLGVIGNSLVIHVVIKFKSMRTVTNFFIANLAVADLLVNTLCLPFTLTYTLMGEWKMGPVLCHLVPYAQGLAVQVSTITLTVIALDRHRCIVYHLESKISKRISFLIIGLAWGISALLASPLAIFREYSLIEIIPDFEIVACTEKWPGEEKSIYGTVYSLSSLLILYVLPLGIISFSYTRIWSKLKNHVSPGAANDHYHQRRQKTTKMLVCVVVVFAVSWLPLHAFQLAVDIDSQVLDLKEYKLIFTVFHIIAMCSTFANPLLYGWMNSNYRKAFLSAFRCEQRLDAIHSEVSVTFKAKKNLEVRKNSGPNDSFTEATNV
Yeast lifespan up: yeast lifespan extension. S. cerevisiae growth with nicotinamide, OD615; deaD strain in restrictive glucose medium. inhibition of the nicotinamide effect, % at 10 µM. 130,000 compounds, 0.68% hits. AID 775;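 active = inhibition above a set limit, placed 3 SD over the median of all compounds, cut at about 26% in these data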;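 also: 0% = nicotinamide-treated wells and 100% = cells grown without nicotinamide; some compounds called inactive have numbers as strong as hits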
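Material: Modified budding yeast, DeaD strain | Medium: Restrictive glucose medium | Probe or stimulus: 1.5 mM nicotinamide | Dosing: Single dose 10 µM compound, 0.25% DMSO | Times: 48 h at 30 °C | Technique: OD615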
Numbers without * were called inactive; · = no result given. Not a hit list; any-hit rate near 6.1%.

structure	Phagocyt inh	GALR2 antag	BB579 growth dn	E-sel TNF inh	PTEN del growth	bCat KO growth	Measles CPE	MRP-1 activ	NPY-Y2 antag	Yeast lifespan up
O=C(c1ccc(N2CCCCC2)c([N+](=O)[O-])c1)N(Cc1ccccc1)c1ccccn1	·	5	-48	-43	76	66	2	-1.4	1	-14
CCCCOc1ccc(/C=N/NC(=S)Nc2cc(C)ccc2C)cc1	1	-9	-44	-5	102	96	30	-1.0	4	-5
CCOC(=O)C1=C(C)N=C(/N=C/N(C)C)SC1c1ccccc1 (stereo not given)	0	13	-11	-45	70	76	7	-2.8	-2	2
COc1ccc(Nc2cc(C)nc3nc(C)nn23)c(OC)c1	·	6	-5	-24	97	86	17	-2.0	0	0
COc1ccc(CNC2=CC(=O)CC(C)(C)C2)cc1	-1	6	-41	·	102	93	16	-0.9	0	-8
CCCCN(CCCC)C(=S)NC(=O)C(C)(C)C	-5	4	1	·	93	84	18	-2.5	1	4
CC(=O)c1c(C)[nH]c(C(=O)NCCc2ccccc2)c1C	-3	5	-2	-17	87	86	7	-0.5	0	-6
CC(C)C(=O)Nc1ccc(Cc2ccc(NC(=O)C(C)C)c(O)c2)cc1O	-1	-2	-21	11	89	97	19	-2.3	0	-3
CCC(NC(=O)c1ccccc1NC(=O)c1ccc(OC)cc1)C(=O)N1CCCC1 (stereo not given)	1	8	-16	-16	100	90	8	-1.3	-2	-4
O=C(NNC(=S)Nc1ccccc1)C1CC1	·	-2	-54	-43	94	101	5	-0.8	4	-14
COc1ccc(C(CCc2ccc(C)o2)NC(=O)Nc2ccc(OC)cc2OC)cc1 (stereo not given)	2	2	-7	6	80	82	1	-0.6	4	-12
O=C(NC(=S)N1CCCCC1)c1cccnc1	-1	-4	7	19	100	104	20	0.6	-1	-5
O=S(=O)(NCc1ccccc1)c1cccs1	0	-3	5	-5	93	109	2	-0.1	3	-11
COC(=O)c1ccc(C(C(=O)NCc2ccccc2)N(Cc2ccco2)C(=O)c2cnccn2)cc1 (stereo not given)	1	-11	-48	·	93	90	4	-0.6	3	-12
COc1cccc(N2CCN(C(=O)c3ccc4nc(N5CCCCC5)sc4c3)CC2)c1	1	7	-37	·	81	88	6	-0.8	2	-10

The closing three records of the section before lead into the next:
structure	Phagocyt inh	GALR2 antag	BB579 growth dn	E-sel TNF inh	PTEN del growth	bCat KO growth	Measles CPE	MRP-1 activ	NPY-Y2 antag	Yeast lifespan up
O=S(=O)(NCc1ccccc1)c1cccs1	0	-3	5	-5	93	109	2	-0.1	3	-11
COC(=O)c1ccc(C(C(=O)NCc2ccccc2)N(Cc2ccco2)C(=O)c2cnccn2)cc1 (stereo not given)	1	-11	-48	·	93	90	4	-0.6	3	-12
COc1cccc(N2CCN(C(=O)c3ccc4nc(N5CCCCC5)sc4c3)CC2)c1	1	7	-37	·	81	88	6	-0.8	2	-10
Cc1nn(C)cc1/C=C1\SC(=S)NC1=O	0	-24	-48	7	95	93	7	-3.0	1	-15
CCOC(=O)c1ccc(NC(=O)c2nn(CC)cc2Br)cc1	0	5	-33	-24	78	86	4	1.6	-2	-33
CC1(C)CC(=O)c2cnc(NC(=O)CCc3ccccc3)nc2C1	-4	-5	-3	-21	100	95	19	-0.2	2	-11
CC(=O)Oc1cccc(/C=c2\sc3nc(-c4ccco4)nn3c2=O)c1	-5	-7	-62	-19	93	79	9	-1.5	2	16
CSc1ccc(NC(=O)N2CC(C)OC(C)C2)cc1 (stereo not given)	-6	9	-27	1	98	106	6	0.1	4	-24
Cc1nn(Cc2c(F)c(F)c(F)c(F)c2F)c(C)c1NC(=O)c1cccc(COc2ccc(Cl)cc2)c1	·	-16	-52	12	79	85	3	2.8	2	-21
Cc1ccc(C)c(Cc2c(C)nc(C)[nH]c2=O)c1	-8	7	-34	·	106	90	4	-2.6	0	-2
O=C(Nc1ccccc1)c1c(F)c(F)c(F)c(F)c1F	-2	3	-64	1	91	92	5	-0.5	0	-1
CC(C)CC(NC(=O)C1CCC(C)CC1)C(=O)Nc1ccc2c(c1)OCCO2 (stereo not given)	0	-2	-12	·	90	95	3	0.5	1	-4
COc1cc(N2CCCC2)c(OC)cc1/C=C(/C#N)c1cccc(F)c1	0	5	-5	-39	68	72	25	-4.2	3	-7
COc1ccc(-c2nnc(SC(C)C#N)o2)cc1 (stereo not given)	-3	-3	-32	·	92	89	9	-2.4	3	-7
Cn1c(SCC(=O)Nc2ccccc2)nnc1-c1ccc(NC(=O)CCc2ccccc2)cc1	·	-13	-55	4	102	100	13	-3.6	0	·
Cc1ccccc1N(CC(=O)NCCSCc1ccco1)S(C)(=O)=O	0	12	-10	-4	94	85	14	-2.7	-1	-4
O=C(COc1ccc(Cl)cc1)NCc1nnc2c3ccccc3c(-c3ccccc3)nn12	-7	4	-6	9	81	82	6	5.0*	13	-2
N#Cc1c(-c2ccccc2)cc(-c2ccccc2)nc1Br	·	7	-15	31	101	91	11	-1.5	1	-1

Other structures follow:
smiles | Phagocyt inh | GALR2 antag | BB579 growth dn | E-sel TNF inh | PTEN del growth | bCat KO growth | Measles CPE | MRP-1 activ | NPY-Y2 antag | Yeast lifespan up
CCOc1ncccc1C(=O)NCc1ccc(OC)c(OC)c1 | -7 | -3 | -3 | 3 | 94 | 88 | 24 | -0.8 | 12 | -3
CCOc1ccc(CC(=NCCO)C2=C(O)CC(C)(C)CC2=O)cc1OCC | -7 | -10 | -46 | · | 106 | 103 | 13 | 1.1 | 7 | 13
COc1ccc(OC(C)C(=O)Nc2ccccc2C(F)(F)F)cc1 (stereo not given) | -3 | -8 | -33 | · | 51 | 50 | 3 | -3.2 | 0 | -3
CCCc1nc(SCc2cccnc2)c2c(=O)n(C)c(=O)n(C)c2n1 | 0 | 3 | -23 | · | 85 | 88 | 15 | -0.3 | 7 | 21
COc1ccc2nc(NC(=O)CSc3nnnn3C3CCCCC3)sc2c1 | 0 | 0 | -8 | 6 | 103 | 96 | 11 | -3.6 | 9 | -9
CC(C)(Oc1ccc(Cl)cc1)C(=O)Nc1ccncc1 | · | 16 | -42 | · | 80 | 77 | 4 | -0.2 | 2 | 12
Cc1oc2c(c1C(=O)N1CCC(C)CC1)C(=O)c1ccccc1C2=O | · | 3 | 29 | 8 | 1.5* | 1.6* | 11 | -4.9 | -1 | 2
O=C(CSc1nnc2c(Cl)cc(Cl)cn12)N1CCOCC1 | 2 | 0 | -7 | 1 | 111 | 97 | 11 | -0.3 | 3 | -9
COc1ccc(S(=O)(=O)Nc2cc(C)nn2-c2ccccc2)cc1 | -2 | -5 | -44 | · | 90 | 95 | 5 | -2.5 | 1 | 6
S=C(NC1CCCCC1)NN(c1ccccc1)c1ccccc1 | -11 | -17 | 21 | · | 67 | 73 | 1 | -3.2 | 2 | 2
c1ccc(-n2c(SCc3nc(-c4cccs4)no3)nnc2-c2ccco2)cc1 | -1 | -6 | -23 | 7 | 72 | 78 | 12 | -4.3 | 7 | -2
O=C(CSc1ccccc1C(=O)NCc1ccccc1)NC12CC3CC(CC(C3)C1)C2 | 0 | -6 | -22 | · | 67 | 84 | 10 | -4.4 | 2 | -4
CC(=O)C1=C(O)C(=O)N(Cc2cccnc2)C1c1ccc(C)cc1 (stereo not given) | · | 15 | 2 | -5 | 107 | 93 | 5 | 0.2 | 3 | ·
CCCC(=O)OC(C(=O)Nc1cc(C(F)(F)F)ccc1Cl)c1ccccc1 (stereo not given) | -5 | 5 | -13 | 60 | 98 | 107 | 4 | -1.4 | 0 | -2
CCOC(=O)c1sc2nc(C3CC3)cc(-c3ccc(OC)cc3)c2c1N | -2 | -8 | -44 | · | 87 | 93 | 4 | 0.2 | 1 | -8
CCOC(=O)c1ccc(NC(=O)CC2C(=O)N(c3ccc(F)cc3)C(=O)N2CCC(C)C)cc1 (stereo not given) | 0 | -3 | 1 | 7 | 48 | 62 | 3 | -1.5 | 2 | -6
C=CCn1c(SCc2ccc3c(c2)OCO3)nc2scc(-c3ccco3)c2c1=O | 4 | 4 | -28 | 5 | 56 | 62 | 3 | -1.7 | 4 | 9
COC(=O)c1cccc(N2C(=O)C(Cl)=C(N3CCOCC3)C2=O)c1 | 0 | 4 | -25 | · | 57 | 23 | 20 | -3.5 | 2 | -5
CCn1c(SCC(N)=O)nnc1-c1ccco1 | -1 | -10 | -17 | -6 | 108 | 113 | 6 | -0.6 | -3 | -7
Cc1cc(C(=O)Nn2cnnc2)cs1 | 0 | 18 | -26 | -16 | 97 | 101 | 13 | -1.0 | 2 | 4
O=P(OC1CCCCC1)(OC1CCCCC1)C(O)c1ccccc1 (stereo not given) | -1 | -27 | -24 | 19 | 88 | 91 | 5 | -3.3 | 6 | -3
Clc1cc(Sc2ccc(Br)cc2)nnc1-c1ccccc1 | · | 10 | -84 | -4 | 82 | 81 | 5 | -0.7 | 17 | 8
Cc1nn(C)c(C)c1NC(=O)C12CC3CC(CC(C3)C1)C2 | 0 | -12 | -19 | 4 | 91 | 97 | 5 | -1.7 | 2 | 0
COc1ccc(-c2cc(C3CC3)nc3sc(C#N)c(N)c23)cc1 | -1 | 4 | -70 | -32 | 62 | 71 | 7 | -1.3 | 5 | -20
Cc1ccc(Cn2c(=O)sc3ccccc3c2=O)cc1 | -1 | 3 | -28 | 10 | 90 | 88 | 10 | -2.5 | 3 | -20
Cc1nc(N2CCOCC2)c2cc(-c3ccccc3)sc2n1 | 0 | 3 | 4 | 9 | 56 | 50 | 20 | 0.1 | 5 | -19
C=CCSc1nnc2n(-c3ccccc3OC)c(=O)c3c4c(sc3n12)CCC4 | 4 | 11 | -30 | -10 | 84 | 92 | 14 | -4.8 | 3 | -6
O=C(N/N=C/c1coc2ccccc2c1=O)c1ccccc1Br | -4 | 8 | -10 | 13 | 94 | 99 | 4 | -2.3 | 2 | 24
O=C(c1ccc(Cl)c([N+](=O)[O-])c1)N(c1ccccn1)c1ccccn1 | · | 3 | -37 | · | 67 | 69 | 4 | -4.4 | 1 | 4
CC1CCc2nn(CC(=O)N3CCCCCC3)cc2C1 (stereo not given) | 0 | 1 | 25 | 13 | 90 | 90 | 11 | -0.7 | 2 | -11
CCOc1ccc2nc(NC(=O)C(NS(=O)(=O)c3cccc4nsnc34)C(C)C)sc2c1 (stereo not given) | 0 | -5 | -5 | · | 71 | 84 | 5 | 0.9 | -2 | -6

Some of these compounds in order of the E-sel TNF inh value, low to high:
SMILES | E-sel TNF inh
C=CCSc1nnc2n(-c3ccccc3OC)c(=O)c3c4c(sc3n12)CCC4 | -10
Cc1nc(N2CCOCC2)c2cc(-c3ccccc3)sc2n1 | 9
CC1CCc2nn(CC(=O)N3CCCCCC3)cc2C1 (stereo not given) | 13
